Compound activity deposited in PubChem by several laboratories.
TRPN1 ag = zebrafish TRPN1 channel agonists, primary screen, cell-based, HEK293, calcium fluorescence | transient receptor potential cation channel N1 (TRPN1/NompC), Danio rerio | HEK293 zebrafish TRPN1-YFP, Fluo-8 calcium fluorescence; 100% = response to 87 µM carbachol | activation, % at 3 µM | 220,000 compounds, 0.18% hits;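 active means activation above its plate's cutoff, the mean activation of test wells on that plate plus 3 SD, cut at about 19% in these data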;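 further: 0% = DMSO alone and 100% = 87 µM carbachol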
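Assay system: Zebrafish TRPN1-YFP in HEK293 cells | Incubation: Dye loading 1 h at 37 °C, then 30 min room temperature | Measured by: Kinetic Fluo-8 fluorescence, ex 470-495, em 515-575 nm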
14-3-3 Bad PPI = inhibitors of 14-3-3 zeta/Bad binding, primary screen, biochemical, TR-FRET, bovine 14-3-3 zeta; 14-3-3 protein zeta/delta (Bos taurus), P63103; TR-FRET 14-3-3zeta/Dy647-pBad peptide displacement, 1 h; inhibition, % at 21.7 µM; 220,000 compounds, 0.71% hits; AID 781, 2007;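 active means inhibition above about 70%, limit read from the data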;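 further: 0% = full 14-3-3 plus peptide FRET controls and 100% = background without 14-3-3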
Target sequence (P63103 whole entry, looked up): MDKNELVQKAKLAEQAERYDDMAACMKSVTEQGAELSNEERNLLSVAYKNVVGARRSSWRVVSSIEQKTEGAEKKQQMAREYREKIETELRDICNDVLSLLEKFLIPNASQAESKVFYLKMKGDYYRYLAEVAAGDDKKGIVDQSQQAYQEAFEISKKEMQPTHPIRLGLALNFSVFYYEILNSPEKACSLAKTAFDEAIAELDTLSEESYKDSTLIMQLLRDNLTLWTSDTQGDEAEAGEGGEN
PPC-1+TRAIL kill = compounds killing PPC-1 cancer cells with TRAIL present, primary screen, TRAIL potentiator project, ATPLite luminescence, uHTS | cell killing (% activity), % at 4 µM | AID 1443, 2008 | 220,000 compounds, 0.41% hits | PPC-1 cells + TRAIL, ATPLite viability luminescence;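 active means cell killing above 50% in the first pass at 4 µM, then a duplicate retest at 5 µM averaging 50% or more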;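 further: plate controls were cells with TRAIL plus DMSO for no effect and medium-only wells lacking cells for full effect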
TRPML3 ag = human TRPML3 channel agonists, primary screen, cell-based, HEK293 TRPML3-YFP, Fluo-8 calcium fluorescence, 3 µM; Mucolipin-3 (Homo sapiens), Q8TDD5; 100% = the carbachol control signal; activation, % at 3 µM; 220,000 compounds, 0.29% hits; AID 1448, 2008;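 active means activation above its plate's cutoff, the mean activation of the plate's test wells plus 3 SD, cut at about 12% in these data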;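 further: 0% = DMSO only wells and 100% = carbachol wells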
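Test system – HEK293 line with stable expression of human TRPML3-YFP channel · Control set – carbachol 87 µM final as high control (100%), DMSO as low control (0%) · Signal – Fluo-8 calcium dye fluorescence, ex 470-495, em 515-575 nm · Incubation – 1-h 37 °C dye load, 5-s basal, 120-s post-compound reads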
PGE2 EP2 inh = human EP2 receptor antagonists, primary screen, TR-FRET cAMP, C6 glioma cells; Prostaglandin E2 receptor EP2 subtype (Homo sapiens), P43116; C6 glioma cells expressing human EP2; cells stimulated with saturating PGE2; inhibition, % at 25 µM; 260,000 compounds, 0.52% hits;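 active means percent inhibition above 40 after rounding to a whole number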;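 further: rat C6 glioma host cells with rolipram phosphodiesterase inhibitor present; the protocol text gives 20 µM as final concentration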
Target sequence (P43116 whole entry, looked up): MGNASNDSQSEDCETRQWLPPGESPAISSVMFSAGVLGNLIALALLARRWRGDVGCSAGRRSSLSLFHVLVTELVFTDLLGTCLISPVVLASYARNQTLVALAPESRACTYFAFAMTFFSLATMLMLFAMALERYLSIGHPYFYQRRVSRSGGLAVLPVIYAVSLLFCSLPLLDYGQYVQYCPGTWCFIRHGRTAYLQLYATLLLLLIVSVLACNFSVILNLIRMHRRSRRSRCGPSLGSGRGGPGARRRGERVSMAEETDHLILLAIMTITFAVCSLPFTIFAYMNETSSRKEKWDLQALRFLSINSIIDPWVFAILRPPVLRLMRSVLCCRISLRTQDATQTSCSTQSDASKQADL
NPY1 pot ag = NPY-Y1 receptor potentiators or agonists, primary screen, cell-based; NPY-Y1 expressing cells, potentiator/agonist activation; AID 1304, 2008; Neuropeptide Y receptor type 1 (Homo sapiens), P25929; activation, % at 3.6 µM; 220,000 compounds, 0.37% hits; in the data active means activation above about 33%, passing the limit was not always enough;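 further: cells stimulated with NPY at EC10 then isoproterenol at EC100; 0% = low agonist plus stimulus and 100% = saturating agonist plus stimulus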
Target sequence (P25929 whole entry, looked up): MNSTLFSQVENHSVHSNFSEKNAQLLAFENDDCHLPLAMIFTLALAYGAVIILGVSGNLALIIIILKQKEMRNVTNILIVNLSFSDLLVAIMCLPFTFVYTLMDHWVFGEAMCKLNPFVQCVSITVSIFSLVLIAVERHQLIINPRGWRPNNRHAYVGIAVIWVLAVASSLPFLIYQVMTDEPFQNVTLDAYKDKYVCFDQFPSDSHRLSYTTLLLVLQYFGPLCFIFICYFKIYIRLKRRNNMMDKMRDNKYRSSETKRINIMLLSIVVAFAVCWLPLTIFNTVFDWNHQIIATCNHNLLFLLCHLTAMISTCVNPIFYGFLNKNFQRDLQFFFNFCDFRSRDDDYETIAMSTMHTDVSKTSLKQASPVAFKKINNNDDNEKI
CHOP inh = inhibitors of CHOP promoter induction, primary screen, cell-based, unfolded protein response, luciferase reporter; CHO-K1 CHOP-promoter luciferase, tunicamycin-induced, 15-18 h; inhibition, % at 10 µM; 220,000 compounds, 3.8% hits; AID 2732, 2010;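 active means compounds that reduced the stress-induced luciferase reporter signal by more than about 70% of percent inhibition, limit read from the data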;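 further: 0% = tunicamycin plus vehicle and 100% = wells without tunicamycin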
NPY Y1 blocker = NPY-Y1 receptor antagonists, primary screen, cell-based. 200,000 compounds, 1% hits. HEK293-CNG Y1 cells, membrane potential fluorescence; NPY at EC95, then isoproterenol. inhibition, % at 3.6 µM. AID 1040, 2008. Neuropeptide Y receptor type 1 (Homo sapiens), P25929;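 active means inhibition above the campaign mean inhibition of all tested compounds plus 3 SD, cut at about 20% in these data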;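 further: 0% = DMSO wells given NPY plus isoproterenol and 100% = isoproterenol alone without NPY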
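Material: HEK293 Y1/CNG channel cell line; also added: NPY (25 nM), isoproterenol (1 µM), Ro 20-1724 (25 µM); doses: one concentration, 3.6 µM, in 0.4% DMSO; schedule: compound incubation 1 h at room temperature, readout 45 min post-stimulation; technique: membrane potential fluorescence; measure: fluorescence ratio normalized to % inhibition between controls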
EP2 modulator = EP2 receptor modulators, cAMP readout, primary screen, cell-based, HTRF cAMP, PGE2 stimulation; EP2-expressing cells, cAMP HTRF FRET, PGE2 co-stimulation; 260,000 compounds, 0.83% hits; AID 940, 2007; induction, % at 25 µM; Prostaglandin E2 receptor EP2 subtype (Homo sapiens), P43116;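 active means compounds whose cAMP rise, as percent of the full-agonist control response, exceeds 60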;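 further: rat C6 glioma line stably carrying human EP2 under a CMV promoter; the protocol text gives 20 µM as final concentration; 100% = response of wells given 1 µM PGE2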
The depositor's hits bear a star; nt = not tested or not shown; & = joins results of further samples; [ ] = dose if it differs, or a comment. Some of the compounds tested; count on the stated rates, not on these rows.

smiles	TRPN1 ag	14-3-3 Bad PPI	PPC-1+TRAIL kill	TRPML3 ag	PGE2 EP2 inh	NPY1 pot ag	CHOP inh	NPY Y1 blocker	EP2 modulator
O=C(O)CNC(=O)/C(=C/c1cccc([N+](=O)[O-])c1)NC(=O)c1ccco1	-1.0	-4.8	5.6	0.4	5.7	-6.0	-8.7	-0.6	9.2
COC(=O)c1ccc(C(=O)OC)c(NC(=O)CSc2nnc(-c3ccccc3Cl)o2)c1	1.3	nt	nt	0.8	14.0	-8.3	nt	-4.8	nt
O=C(OCCCN1CCCC1)C1(c2ccccc2)CCCC1	1.2	2.7	15.8	0.5	3.8	-1.0	-5.2	-3.2	-2.5
COc1cc(C)c(C(C)C)cc1S(=O)(=O)NCCCn1ccnc1	0.6	5.0	-2.2	0.2	22.6&10.2	4.1	3.0	0.0	16.1&1.6
COc1ccccc1-c1n[nH]c(=S)n1Cc1ccco1	-2.0	-2.1	11.5	-0.4	14.2	-5.5	10.9	-2.8	23.6
O=C(N/N=C/c1ccc2c(c1)OCO2)C(=O)Nc1ccccc1	0.1	8.8	21.0	0.5	9.8	4.1	-6.2	nt	0.2
COc1ccc(OC)c(S(=O)(=O)N(C)CC(=O)N2CCc3ccccc3C2)c1	-0.3	1.6	24.6	0.2	7.1	5.6	-19.2	4.9	-23.0
Cc1ccc(CNC(=O)CSc2nc(C)cc(C)c2C#N)cc1	-1.7	-7.6[fluorescence artefact?]	-2.3	-0.5	13.7	-4.1	34.7	12.7	-18.0
N#CCCn1c2ccccc2c2nc3ccccc3nc21	0.2	8.9[fluorescence artefact?]	22.7	-0.3	19.0	-9.9	10.0	-4.7	-12.4
N#Cc1c(SCC(=O)N2CCCCC2)nsc1SCC(=O)N1CCCCC1	1.1	1.3	2.9[5 µM]	-0.6	12.5	3.9	44.2	5.3	7.5
COc1ccc(Cn2c(/C=C/c3ccccc3)nc3ccccc32)cc1	1.0	0.7[fluorescence artefact?]	26.5	0.8	-1.7	-58.7	46.7	15.9	42.6
CC(C)NC(=O)CC1C(=O)N(Cc2ccccc2)C(C)c2nc3ccccc3n21 (configuration not stated)	-1.5	-4.6	nt	0.8	8.3	2.4	0.3	4.5	14.0
CCn1c(SCC(=O)NC2CCCCC2)nc2c(c1=O)SC(C)C2 (configuration not stated)	-0.3	-2.9	-12.2	-0.1	nt	-13.2	0.8	19.1	9.9
COc1ccc(/C=N/NC(=O)CC(=O)N/N=C/c2ccc(OC)cc2)cc1	0.7	0.6	5.2	0.2	6.6	20.2	2.3	4.6	-70.4
CCn1nc(NC(=O)c2ccccn2)c2cc3cccc(C)c3nc21	1.4	8.3	18.0	1.2	10.6	-15.9	-19.4	2.2	36.2
COc1ccc(N(C(C)C(=O)NCc2ccco2)S(C)(=O)=O)cc1 (configuration not stated)	0.5	-1.9	-4.7	0.0	15.5&18.7	1.4	-15.9	6.9	3.4&15.4
CCOc1ccc2nc(NC(=O)C3CCCN(S(=O)(=O)c4cccc5nonc45)C3)sc2c1 (configuration not stated)	-1.0	0.8	0.5	0.5	14.1	22.2	25.9	-9.5	7.0
CCOc1ccccc1NC(=O)N1CCCC1C(=O)Nc1nnc(CC)s1 (configuration not stated)	2.0	-12.0[fluorescence artefact?]	-1.1	0.0	17.1&15.6	-2.1	6.0	2.0	40.4&27.5
COc1cccc(NC2=NCC(=O)N2Cc2cccs2)c1	-1.5	71.2*	14.1	-1.1	17.6	24.9	9.9	-1.2	-13.2&-12.6
C=CCn1c(-c2cccc(OC)c2)nc2nc3ccccc3nc21	-3.3	-16.8	12.4	-1.4	3.2	-9.0	-27.3	2.2	15.1
CCC(=O)N1CCN(c2nc(-c3ccc(Cl)cc3)cs2)CC1	1.6	10.1	16.3	-0.3	7.7&14.4	-0.9	10.7	0.5	-43.1&-17.3
CN1CCN(c2cc(=O)n(C3CCCCC3)c(=O)[nH]2)CC1	1.1	-9.2	8.5	0.3	11.2	-20.6	8.6	-1.2	20.4
Cc1ccc(SCc2cc(=O)n3[nH]cnc3n2)cc1	2.2	38.0	-6.6	-0.5	8.4	-7.8	-13.4	19.9	26.3
CC(=O)c1cccc(NC(=O)Nc2ccc3c(c2)N(C)C(=O)CS3)c1	5.9	-6.6	20.8	2.7	31.2	-0.9	31.8	2.2	-11.2

Not a retest: three of the compounds above.
smiles	TRPN1 ag	14-3-3 Bad PPI	PPC-1+TRAIL kill	TRPML3 ag	PGE2 EP2 inh	NPY1 pot ag	CHOP inh	NPY Y1 blocker	EP2 modulator
COc1ccc(/C=N/NC(=O)CC(=O)N/N=C/c2ccc(OC)cc2)cc1	0.7	0.6	5.2	0.2	6.6	20.2	2.3	4.6	-70.4
CCn1nc(NC(=O)c2ccccn2)c2cc3cccc(C)c3nc21	1.4	8.3	18.0	1.2	10.6	-15.9	-19.4	2.2	36.2
COc1ccc(N(C(C)C(=O)NCc2ccco2)S(C)(=O)=O)cc1 (configuration not stated)	0.5	-1.9	-4.7	0.0	15.5&18.7	1.4	-15.9	6.9	3.4&15.4

Next compounds follow.
smiles	TRPN1 ag	14-3-3 Bad PPI	PPC-1+TRAIL kill	TRPML3 ag	PGE2 EP2 inh	NPY1 pot ag	CHOP inh	NPY Y1 blocker	EP2 modulator
Nc1c(-c2ccccc2)c(CSc2nc3ccccc3[nH]2)nn1-c1ccc(Cl)cc1	-3.7	21.4	34.5	-0.8	4.5	12.7	55.0	2.6	7.0
CCOc1ccc(NS(=O)(=O)c2ccc3[nH]c(=O)cc(C(=O)O)c3c2)cc1	-0.5	1.3	-8.1	1.0	10.7	-5.5	-26.5	6.0	28.1
CCN1C(=O)CC(C(=O)Nc2ccc(F)cc2)SC1=Nc1cccc(OC)c1 (configuration not stated)	0.1	-0.2	-4.7	-0.3	nt	-24.0	8.5	-1.0	-35.0
Cn1c(-c2ccccc2)c(C(=O)CC#N)c2ccccc21	-0.9	-8.0	8.4	1.3	5.9	4.0	41.9	-0.5	35.4
CCOC(=O)C1CCN(C(=O)C2CCCCC2)CC1	2.7	3.8	-5.4	0.7	7.7	-2.5	16.9	1.0	-8.0
CC(C)CCNC(=O)C(=O)NCc1ccccc1	-0.4	0.6	20.5	0.3	2.3	4.0	1.7	nt	4.2
Cc1ccc(-n2[nH]c(C)c(C=NCc3ccncc3)c2=O)cc1	0.3	-10.2	12.0	0.7	11.5	9.1	-16.2	nt	-37.5
COc1ccc(CCN2C(=O)C(Oc3ccccc3C)C2c2ccc3c(c2)OCO3)cc1OC (configuration not stated)	0.1	8.2	6.0	-0.2	13.1	-2.0	-1.5	14.9	5.4
O=C(CNC(=O)c1ccco1)NCC(=O)OCc1ccccc1Br	-0.2	-13.4	10.5	0.1	13.1	11.8	-11.7	-0.9	-16.2
COc1ccc2c(C)nc(Nc3nc(-c4ccccc4)cc(=O)[nH]3)nc2c1	0.4	35.0	42.1[5 µM]	0.4	11.7	0.2	19.6	nt	-22.6
COc1ccc(N2CCC(CNC(=O)Nc3ccccc3)C2)cc1 (configuration not stated)	-1.2	-0.9	20.6	0.3	3.6	10.8	33.6	-0.7	-24.8
COc1ccc(-c2noc(-c3cccs3)n2)cc1OC	0.7	36.0	23.9	-0.5	5.3	14.3	-25.7	nt	-48.1

Shown as a hit in 14-3-3 Bad PPI, of those listed so far:
SMILES,14-3-3 Bad PPI,TRPML3 ag,NPY1 pot ag,CHOP inh,EP2 modulator
COc1cccc(NC2=NCC(=O)N2Cc2cccs2)c1,71.2*,-1.1,24.9,9.9,-13.2&-12.6

Other structures
smiles	TRPN1 ag	14-3-3 Bad PPI	PPC-1+TRAIL kill	TRPML3 ag	PGE2 EP2 inh	NPY1 pot ag	CHOP inh	NPY Y1 blocker	EP2 modulator
COc1ccc(CN(CCC#N)CCC2(c3ccccc3)CC(C)N(C)CC2C)cc1OC (configuration not stated)	1.8	9.3	17.4	0.8	10.1	6.3	2.1	nt	15.7
COC(=O)c1cc(NC(=O)/C=C/c2ccc3c(c2)OCO3)cc(C(=O)OC)c1	1.7	33.7[fluorescence artefact?]	13.8	0.7	16.4&7.2	-8.1	-1.1	4.2	-40.5&-3.8
O=C1c2cccc3cccc(c23)C(=O)N1OS(=O)(=O)c1ccccc1	0.5	-4.5[fluorescence artefact?]	6.6	-0.1	11.1	-18.0	31.8	5.2	11.2
CCOC(=O)c1cc2c(s1)-c1c(C)cccc1OC2	-1.2	3.9	-0.9	-0.5	12.9	-4.4	66.1	1.0	12.3
C/C(=N\NC(=O)C(=O)Nc1c(C)n(C)n(-c2ccccc2)c1=O)c1ccc(Cl)s1	-2.6	-1.0	5.8	0.0	6.1	5.0	39.1	nt	0.4
Cc1cc(Oc2ccc(-c3ccccc3)cc2)n2ncnc2n1	0.2	6.3	16.7	0.1	2.0	-0.7	-31.6	3.8	-4.0
Cc1cc2nc(-c3ccc(NC(=O)C(C)C)cc3)oc2cc1C	0.0	24.5[fluorescence artefact?]	12.3	0.1	nt	26.0	4.5	4.9	-33.3
CCOc1c2ccc(C(=O)NCC34CC5CC(CC(C5)C3)C4)cc2nn1CC	-1.2	7.0	31.7	-0.4	12.1	-4.2	25.7	5.1	-7.3
O=C(O)c1nn(-c2ccccc2C(F)(F)F)cc1O	0.4	2.1	18.3	0.8	3.1	24.6	11.4	nt	22.5
CSc1ccc(S(=O)(=O)NCc2ccc(C)cc2)cc1	-0.7	9.3	0.3	-0.3	8.0	-27.8	21.4	18.2	-9.8
Clc1ccc(-c2c[n+](Cc3ccc(Cl)cc3Cl)c3n2CCCCC3)cc1	-1.7	3.7	26.8	-0.5	8.5	-15.9	11.4	nt	-20.0
C/C(=N/NC(=O)CSc1nc2ccccc2n1C)c1ccncc1	3.0	-11.5	30.8	1.1	6.3	14.3	28.4	4.5	-2.7
c1ccc(C2[C@H]3CN(CC4CCCCC4)[C@H](c4ccccc4)C34CC2(c2ccccc2)C4)cc1 (some centres not stated)	nt	1.1	-4.8	nt	5.0	nt	-7.7	nt	22.9
